Source: PubChem (several laboratories)
VHR inh abs – DUSP3 (human) phosphatase inhibition | inhibition, % at 13.3 µM | 290,000 compounds, 0.52% hits | recombinant VHR phosphatase, pNPP absorbance; in the data active = inhibition above about 50%; note: some compounds called inactive have numbers as strong as hits
Target sequence (P51452 whole entry, looked up): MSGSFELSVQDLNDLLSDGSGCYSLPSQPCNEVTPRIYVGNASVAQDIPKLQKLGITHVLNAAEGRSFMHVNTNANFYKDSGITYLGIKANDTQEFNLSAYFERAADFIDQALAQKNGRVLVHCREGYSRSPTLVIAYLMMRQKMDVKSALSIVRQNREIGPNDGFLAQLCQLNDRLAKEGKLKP
SARS 3CLpro inh – SARS-CoV 3CLpro protease inhibition; recombinant SARS-CoV 3CLpro, quenched FRET peptide cleavage; inhibition, % at 6 µM; 290,000 compounds, 0.14% hits; in the data active = inhibition above about 12%
BH1578 lux ind – induces V. cholerae light production without autoinducers; V. cholerae BH1578 lux reporter, luminescence, 6 h; activation, % at 18.7 µM; 350,000 compounds, 0.16% hits; AID 588436; in the data active = activation mostly above about 9.7%, no sharp cut-off; note: not every result past the cut was called active; inactives centre near 0; reference of the scale not given here
Rv3671c inh – Rv3671c (M. tuberculosis) protease inhibition. P9WHR9. inhibition, % at 5.96 µM. 320,000 compounds, 0.048% hits; in the data active = inhibition above about 38%;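 note: extracellular domain of Rv3671c used as enzyme; 0% = enzyme with DMSO and 100% = no enzyme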
Target sequence (P9WHR9 whole entry, looked up, the tested form may be a part): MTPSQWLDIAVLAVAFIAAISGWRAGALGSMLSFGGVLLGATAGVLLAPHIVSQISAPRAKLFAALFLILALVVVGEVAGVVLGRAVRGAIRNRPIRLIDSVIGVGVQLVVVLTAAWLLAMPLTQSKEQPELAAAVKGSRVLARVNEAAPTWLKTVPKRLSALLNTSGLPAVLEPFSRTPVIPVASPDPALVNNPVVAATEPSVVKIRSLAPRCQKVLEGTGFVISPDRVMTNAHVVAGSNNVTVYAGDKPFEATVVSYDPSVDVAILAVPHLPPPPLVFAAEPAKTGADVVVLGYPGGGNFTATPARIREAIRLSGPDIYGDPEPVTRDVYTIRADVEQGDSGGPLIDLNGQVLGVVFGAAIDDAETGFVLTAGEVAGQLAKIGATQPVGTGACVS
PriA SSB inh – inhibitors of Klebsiella pneumoniae PriA binding to SSB C-terminal tail | inhibition, % at 33 µM | 430,000 compounds, 0.6% hits | AlphaScreen SSBct-PriA binding, biotinylated peptide; in the data active = inhibition mostly above about 37%, no sharp cut-off; inactive = mostly below about 20%;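 note: plate controls were negative control peptide for no effect and reference peptide for full effect; strong numbers were not always called active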
GDH-TPI inh – GDH-TPI coupled enzyme inhibition counter-screen. 360,000 compounds, 1.2% hits. inhibition, % at 4.8 µM. GDH-TPI coupled enzyme counterscreen, NADH absorbance; in the data active = inhibition above about 30%;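 note: 0% = DMSO wells and 100% = wells lacking the enzyme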
Mtb UGM inh – inhibitors of M. tuberculosis UDP-galactopyranose mutase | P9WIQ1 | purified UGM, fluorescence polarization probe displacement | inhibition, % at 10 µM | 320,000 compounds, 0.06% hits; in the data active = inhibition above about 10%, passing the limit was not always enough
MazF activator – activators of E. coli MazEF toxin-antitoxin RNase; P0AE70; FAM/BHQ RNA-DNA oligo cleavage fluorescence, 5 h; activation, % at 20 µM; 350,000 compounds, 0.32% hits; AID 504720; in the data active = activation above about 50%
Target sequence (P0AE70 whole entry, looked up): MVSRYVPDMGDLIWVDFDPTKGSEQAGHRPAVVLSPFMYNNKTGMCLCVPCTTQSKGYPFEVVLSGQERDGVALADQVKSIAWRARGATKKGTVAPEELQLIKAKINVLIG
Mtb BioA inh – blocks M. tuberculosis BioA enzyme activity. purified M. tuberculosis BioA enzyme, plate reader. inhibition, % at 9.99 µM. AID 602481. 360,000 compounds, 0.096% hits; in the data active = inhibition above about 40%
Mtb FBA inh – inhibitors of M. tuberculosis fructose-bisphosphate aldolase; P9WQA3; purified M. tuberculosis FBA, fluorescence read-out; inhibition, % at 1 µM; 360,000 compounds, 2.3% hits; AID 588726; in the data active = inhibition above about 27%;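 note: 0% = vehicle and 100% = reference inhibitor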
Target sequence (P9WQA3 whole entry, looked up): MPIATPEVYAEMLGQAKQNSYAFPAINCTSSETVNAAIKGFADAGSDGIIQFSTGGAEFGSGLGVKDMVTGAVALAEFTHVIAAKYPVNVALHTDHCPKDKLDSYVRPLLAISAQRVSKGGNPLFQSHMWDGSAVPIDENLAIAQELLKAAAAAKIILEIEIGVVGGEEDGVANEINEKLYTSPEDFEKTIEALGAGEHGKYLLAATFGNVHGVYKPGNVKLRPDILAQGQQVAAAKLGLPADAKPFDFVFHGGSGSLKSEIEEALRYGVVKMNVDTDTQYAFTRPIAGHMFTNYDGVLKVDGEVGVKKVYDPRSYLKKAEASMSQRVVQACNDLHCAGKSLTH
Numbers without * were called inactive; i = inactive; / = not tested or not shown; & = joins results of further samples. This is a subset; count on the stated rates, not on these rows.

Sample of the layout:
SMILES	VHR inh abs	SARS 3CLpro inh	BH1578 lux ind	Rv3671c inh	PriA SSB inh	GDH-TPI inh	Mtb UGM inh	MazF activator	Mtb BioA inh	Mtb FBA inh
Cc1ccc(Cc2c(-c3ccc(C)cc3)nc3cc(C)ccn23)cc1	/	/	-0.4	/	/	-5	/	-10	-2.4	10
Cc1cc(S(=O)(=O)N(Cc2ccccc2Cl)c2ccc3c(c2)CCC3)ccc1-n1cnnn1	-3	-2	4.2	-4	-11	-11	1.8	-13	/	-3
CC1CCCC(NC(=O)CCS(=O)(=O)c2cc3c(cc2Cl)NC(=O)CO3)C1C (configuration not stated)	14	0	i	-4	-11	-8	-0.2	13	0.8	0
O=C(NCCOc1ccccc1)c1ccccc1[N+](=O)[O-]	22	1	-0.6	0	-1&-11	1	-4.1	8	/	1
CCN(CC)S(=O)(=O)c1cccc(-c2nnc(SCc3nnc(-c4cccs4)o3)n2N)c1	8	-6	-0.6	-4	-1	0	-3.0	5	4.4	2
CC1(c2ccc3ccccc3c2)NC(=O)N(CC(=O)Nc2cccc(S(=O)(=O)N3CCOCC3)c2)C1=O (configuration not stated)	-10	2	i	-36	13	5	1.7	-19	/	-1
COc1ccc(S(=O)(=O)N2CCN(CC3CC=CCC3)CC2)cc1 (configuration not stated)	41	4	-0.4	6	-18	4	0.5	-3	-1.3	0
CC(=O)Nc1cccc(-c2cc(NC=O)c3ncc(-c4ccc(F)c(Cl)c4)n3c2)c1	/	/	-0.2	/	/	6	/	/	-1.5	0
Cc1ccc(OCCC(=O)NCCc2ccc(S(N)(=O)=O)cc2)cc1	-2	3	i	-20	-6	-5	1.6	3	/	1
Cc1ccc(-c2csc3ncnc(NS(=O)(=O)c4ccc(Cl)cc4)c23)cc1	17	2	1.6	-1	-4	2	0.1	-1	-0.3	-2
Cc1ccc(S(=O)(=O)NCCC(=O)Nc2ccc(C)cc2C(=O)c2ccccc2)cc1	18	3	i	-1	11	0	-2.2	-10	0.5	0

The listing, previewed entries included:
SMILES	VHR inh abs	SARS 3CLpro inh	BH1578 lux ind	Rv3671c inh	PriA SSB inh	GDH-TPI inh	Mtb UGM inh	MazF activator	Mtb BioA inh	Mtb FBA inh
Cc1ccc(Cc2c(-c3ccc(C)cc3)nc3cc(C)ccn23)cc1	/	/	-0.4	/	/	-5	/	-10	-2.4	10
Cc1cc(S(=O)(=O)N(Cc2ccccc2Cl)c2ccc3c(c2)CCC3)ccc1-n1cnnn1	-3	-2	4.2	-4	-11	-11	1.8	-13	/	-3
CC1CCCC(NC(=O)CCS(=O)(=O)c2cc3c(cc2Cl)NC(=O)CO3)C1C (configuration not stated)	14	0	i	-4	-11	-8	-0.2	13	0.8	0
O=C(NCCOc1ccccc1)c1ccccc1[N+](=O)[O-]	22	1	-0.6	0	-1&-11	1	-4.1	8	/	1
CCN(CC)S(=O)(=O)c1cccc(-c2nnc(SCc3nnc(-c4cccs4)o3)n2N)c1	8	-6	-0.6	-4	-1	0	-3.0	5	4.4	2
CC1(c2ccc3ccccc3c2)NC(=O)N(CC(=O)Nc2cccc(S(=O)(=O)N3CCOCC3)c2)C1=O (configuration not stated)	-10	2	i	-36	13	5	1.7	-19	/	-1
COc1ccc(S(=O)(=O)N2CCN(CC3CC=CCC3)CC2)cc1 (configuration not stated)	41	4	-0.4	6	-18	4	0.5	-3	-1.3	0
CC(=O)Nc1cccc(-c2cc(NC=O)c3ncc(-c4ccc(F)c(Cl)c4)n3c2)c1	/	/	-0.2	/	/	6	/	/	-1.5	0
Cc1ccc(OCCC(=O)NCCc2ccc(S(N)(=O)=O)cc2)cc1	-2	3	i	-20	-6	-5	1.6	3	/	1
Cc1ccc(-c2csc3ncnc(NS(=O)(=O)c4ccc(Cl)cc4)c23)cc1	17	2	1.6	-1	-4	2	0.1	-1	-0.3	-2
Cc1ccc(S(=O)(=O)NCCC(=O)Nc2ccc(C)cc2C(=O)c2ccccc2)cc1	18	3	i	-1	11	0	-2.2	-10	0.5	0
COc1ccc(C(=O)NCC(=O)N/N=C/c2cccnc2)cc1	4	-2	i	6	/	4	-0.1	3	12	2
COCCN(CCOC)C(=O)Nc1ccc(Cl)cc1	13	-1	-0.1	10	9	22	3.1	0	-0.5	2
COc1cc2cncc(Cc3ccc(Cl)cc3)c2cc1OC	/	/	-2.1	-19	-6	-4	1.4	8	4.5	-2
COc1cccc(OC)c1C(=O)OCC(=O)NCCCc1ccccc1	18	0	-0.1	4	-2	2	0.4	11	0.3	2
Cc1c(NC(=O)CSc2nnc(-c3cccnc3)n2N)c(=O)n(-c2ccccc2)n1C	/	/	0.5	10	-9	-6	-0.8	6	1.0	0
COc1cccc2cc(C(=O)C3=C(O)C(=O)N(CCN4CCOCC4)C3c3cccs3)oc12 (configuration not stated)	3	-11	i	12	-12	12	-0.4	-4	/	5
CCN(CC)S(=O)(=O)c1ccc(Cl)c(NC2=NCCCCC2)c1	23	-2	-0.4	-3	-8	-9	2.2	-2	2.1	-3
Cc1ccc(OCC(=O)Nc2ccc(CN3CCOCC3)cc2)cc1C	36	0	-0.4	1	2	2	4.0	-29	-0.4	-2
Cc1ccc(C(C)(C)C)c(OCCOCCN2CCCC2)c1	1	3	-0.4	12	0	-1	0.5	-1	/	-2
O=C(NCc1ccco1)c1ccc(-c2ccccc2Cl)o1	19	5	-0.3	-18	-9	7	1.4	-2	0.3	6
CCOC(=O)N1CCN(C(=O)c2cn(CC(C)C)c(=O)c3c2c2ccccc2n3C)CC1	21	-3	i	4	-21	18	-1.7	-1	-1.9	31*
O=C(N/N=C/c1ccc(O)c(O)c1)N/N=C/c1ccc(O)c(O)c1	2	-4	i	/	/	29	1.6	8	-0.3	2
C=CCn1c(-c2cc(-c3ccccc3)sc2N)n[nH]c1=S	23	8	-0.2	5	9	3	2.0	0	0.2	3
COc1ccccc1OCCOCCN1CCCC1	0	1	-0.6	3	-1	7	-1.8	0	0.6	0
The list continues.
SMILES	VHR inh abs	SARS 3CLpro inh	BH1578 lux ind	Rv3671c inh	PriA SSB inh	GDH-TPI inh	Mtb UGM inh	MazF activator	Mtb BioA inh	Mtb FBA inh
Cc1ccc(S(=O)(=O)Nc2ccc(Nc3nccn4c(-c5cccc(OC(F)(F)F)c5)cnc34)cc2)cc1	/	/	-0.9	/	/	10	/	/	-0.9	0
O=C(CSc1nc(N2CCCCC2)nc(N2CCCCC2)n1)N1CCN(c2ccccc2)CC1	-29	-3	i	/	-14	14	/	-6	-0.4	2
Cc1c(N2CCCCC2)[nH]c2ccccc12	/	/	i	/	/	4	/	5	-4.4	9
CC1CN(C(=O)c2cc(S(=O)(=O)N3CCCC3)c(Cl)cc2Cl)CC(C)O1 (configuration not stated)	-9	0	6.5	1	-4	2	-0.4	4	-2.8	-1
CN(CP(=O)(O)C(O)c1ccccc1)S(C)(=O)=O (configuration not stated)	-33	0	-0.6	-1	-12	-4	-0.6	1	-1.3	4
CC(C)(C)NC(=O)N1CCN(c2nc3ccc(Cl)cc3s2)CC1	17	-1	-0.6	-9	-7	12	1.3	4	-1.5	2
CC(C)c1ccc(C(=O)N2CCN(CCO)CC2)cc1	29	-5	-0.7	-7	2	6	0.0	-1	0.1	3
Oc1ccc(Cl)c2cccnc12	/	/	i	/	-4	5	/	9	-2.5	3
CCN(CC)C(=O)Oc1ccc(Br)cc1C(=O)Nc1ccc(F)c(Cl)c1	9	7	i	8	-9	7	1.7	-4	0.1	-7
O=c1c2ccccc2n2nnnc2n1-c1ccccc1	11	3	i	3	-2&-28	0	2.5	5	-0.8	1
Cc1ccc(N(CCCCN2C(=O)c3ccccc3C2=O)C(=O)c2cccs2)cc1	28	-3	-0.2	7	66*	12	-0.4	-6	1.3	5
COc1ccc(C)cc1N(CC(=O)NC(C)c1ccccc1)S(C)(=O)=O (configuration not stated)	12	-1	i	-11	-1	-6	-1.5	10	0.0	2
O=C(NCc1ccc(F)cc1)N[C@@H](Cc1ccccc1)C(=O)O	2	3	-0.2	-9	3	1	2.2	-12	-2.9	-1
O=C(NCCc1ccc(Cl)cc1)c1ccc2nc(N3CCOCC3)sc2c1	13	1	-0.1	5	-1	8	0.8	-2	-0.3	2
CCc1nc2c(OCC(=O)c3ccc(Cl)cc3Cl)cccn2c1N(C=O)Cc1ccc(OC)cc1	/	/	-4.5	/	/	4	/	/	-1.2	1
Cc1cc(C)cc(OCC(=O)Nc2ccc(N3CCCCC3)cc2)c1	/	/	i	-2	13	6	-0.4	2	-0.4	5
CN(C(=O)COc1ncnc2ccccc12)C1CCCCC1	/	/	0.1	8	-15	7	-4.3	-4	-5.8	4
O=C(CNc1ccc(Br)cc1)c1ccc(O)cc1	3	0	-0.5	0	0	11	-2.7	4	/	4
CS(=O)(=O)N(CC(=O)N/N=C/c1cc2c(cc1Br)OCO2)c1ccccc1Br	17	0	i	-8	/	14	-2.7	-2	/	3
O=C(NCc1ccccc1)C1=C[C@H](C2CC2)C[C@H](OCc2ccc(CO)cc2)O1	-6	1	i	2	0	7	0.4	-14	-0.2&-1.1	-2
O=C(CN1CCC(C(=O)c2ccc(Cl)cc2)CC1)Nc1ccc2c(c1)OCCO2	10	0	i	3	8	2	-0.4	-4	-0.6	-1
COc1ccc(NC(=S)NNC(=O)c2cccs2)cc1	4	2	-3.4	-1	-3	10	-2.1	6	/	-1
Cc1c(C)n(CCCN(C)C)c2ncnc(Nc3ccccc3)c12	-16	1	i	-2	6	10	2.5	-3	-1.2	8
COCCN(CC1CCCN(C2Cc3ccccc3C2)C1)C(=O)CCC(N)=O (configuration not stated)	6	0	i	-1	6	3	-1.0	1	0.8	2
COc1cc(NC(=O)c2ccccn2)cc(OC)c1OC	11	4	-0.3	1	-18	9	1.7	-22	/	2
(next part)
SMILES	VHR inh abs	SARS 3CLpro inh	BH1578 lux ind	Rv3671c inh	PriA SSB inh	GDH-TPI inh	Mtb UGM inh	MazF activator	Mtb BioA inh	Mtb FBA inh
O=C(Nc1ccc(F)cc1)c1csc(Cc2ccccc2)n1	9	2	-0.3	-2	-10	5	1.4	22	/	1
CNS(=O)(=O)c1cn(CC(=O)NCc2cccc(OC)c2)cc1S(=O)(=O)NC	-2	1	i	4	-7	4	0.8	8	-1.4	0
O=[N+]([O-])c1ccc(Cl)c(S(=O)(=O)Nc2ccc(-c3ccc(N4CCOCC4)nn3)cc2)c1	/	/	-1.4	10	-6	13	/	4	2.2	0
Cc1cccn2c(=O)c(/C=C(\C#N)C(=O)NCc3ccco3)c(N3CCC(C(N)=O)CC3)nc12	-13	0	-0.7	-1	-3	8	-4.4	8	0.0	11
Cc1nc(SCC(=O)NC2(C#N)CCCC2)n(CC(C)C)c1C	/	/	-0.4	/	-1	7	/	6	-0.5	-1
COCCNC(=O)c1ccc(Cl)c(S(=O)(=O)Nc2cccc(C)c2C)c1	5	9	3.6	7	-6	-4	4.7	10	-1.6	3
CC(C)(C)OC(=O)N1CCN(C(=O)c2[nH]cnc2C(=O)Nc2cccc(Cl)c2)CC1	/	/	i	8	-1	8	2.2	5	1.7	-1
COCCn1c(C)c(C)c(S(=O)(=O)c2ccccc2)c1N	17	-6	-1.4	14	-2	1	-2.4	-23	-3.7	2
C=CCN=C1S/C(=C/c2ccc([N+](=O)[O-])cc2)C(=O)N1CC=C	9	2	i	0	3	12	1.3	-3	0.0	0
COc1ccc(-c2cc(C(=O)Nc3ccc(NC(C)=O)cc3)[nH]n2)c(C)c1	/	/	0.4	/	/	-1	/	/	-0.2	3
O=C(COc1ccc(Cl)cc1)NCc1ccc(F)cc1	0	3	0.8	5	-3	17	1.8	0	1.4	-1
Cc1ccc(NC(=O)CSc2nnnn2-c2ccc3c(c2)OCO3)cc1C	14	1	5.9	-12	-3	9	0.2	-5	-1.0	2

Two entries drawn at random from those above, as already listed:
SMILES	VHR inh abs	SARS 3CLpro inh	BH1578 lux ind	Rv3671c inh	PriA SSB inh	GDH-TPI inh	Mtb UGM inh	MazF activator	Mtb BioA inh	Mtb FBA inh
O=[N+]([O-])c1ccc(Cl)c(S(=O)(=O)Nc2ccc(-c3ccc(N4CCOCC4)nn3)cc2)c1	/	/	-1.4	10	-6	13	/	4	2.2	0
COc1ccc(-c2cc(C(=O)Nc3ccc(NC(C)=O)cc3)[nH]n2)c(C)c1	/	/	0.4	/	/	-1	/	/	-0.2	3
